High-throughput results: PubChem BioAssay, The Scripps Research Institute Molecular Screening Center
ASK1 primary – ASK1 kinase inhibitors, primary screen, biochemical, AlphaScreen; AlphaScreen MKK6 phosphorylation by ASK1, luminescence; AID 1159602, 2016; inhibition, % at 7.44 µM; hit rate 0.99% among 22,000; in the data active means inhibition above about 35%;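 further: 0% = median of compound wells and 100% = no enzyme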
ULK1 inh – ULK1 kinase inhibitors, primary screen, biochemical, AlphaScreen | Serine/threonine-protein kinase ULK1 (Homo sapiens), O75385 | AlphaScreen Atg13 phosphorylation by ULK1, luminescence | inhibition, % at 5.96 µM | hit rate 1.9% among 30,000; in the data active means inhibition above about 43%;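 further: 0% = median of compound wells and 100% = no enzyme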
Target sequence (O75385 whole entry, looked up): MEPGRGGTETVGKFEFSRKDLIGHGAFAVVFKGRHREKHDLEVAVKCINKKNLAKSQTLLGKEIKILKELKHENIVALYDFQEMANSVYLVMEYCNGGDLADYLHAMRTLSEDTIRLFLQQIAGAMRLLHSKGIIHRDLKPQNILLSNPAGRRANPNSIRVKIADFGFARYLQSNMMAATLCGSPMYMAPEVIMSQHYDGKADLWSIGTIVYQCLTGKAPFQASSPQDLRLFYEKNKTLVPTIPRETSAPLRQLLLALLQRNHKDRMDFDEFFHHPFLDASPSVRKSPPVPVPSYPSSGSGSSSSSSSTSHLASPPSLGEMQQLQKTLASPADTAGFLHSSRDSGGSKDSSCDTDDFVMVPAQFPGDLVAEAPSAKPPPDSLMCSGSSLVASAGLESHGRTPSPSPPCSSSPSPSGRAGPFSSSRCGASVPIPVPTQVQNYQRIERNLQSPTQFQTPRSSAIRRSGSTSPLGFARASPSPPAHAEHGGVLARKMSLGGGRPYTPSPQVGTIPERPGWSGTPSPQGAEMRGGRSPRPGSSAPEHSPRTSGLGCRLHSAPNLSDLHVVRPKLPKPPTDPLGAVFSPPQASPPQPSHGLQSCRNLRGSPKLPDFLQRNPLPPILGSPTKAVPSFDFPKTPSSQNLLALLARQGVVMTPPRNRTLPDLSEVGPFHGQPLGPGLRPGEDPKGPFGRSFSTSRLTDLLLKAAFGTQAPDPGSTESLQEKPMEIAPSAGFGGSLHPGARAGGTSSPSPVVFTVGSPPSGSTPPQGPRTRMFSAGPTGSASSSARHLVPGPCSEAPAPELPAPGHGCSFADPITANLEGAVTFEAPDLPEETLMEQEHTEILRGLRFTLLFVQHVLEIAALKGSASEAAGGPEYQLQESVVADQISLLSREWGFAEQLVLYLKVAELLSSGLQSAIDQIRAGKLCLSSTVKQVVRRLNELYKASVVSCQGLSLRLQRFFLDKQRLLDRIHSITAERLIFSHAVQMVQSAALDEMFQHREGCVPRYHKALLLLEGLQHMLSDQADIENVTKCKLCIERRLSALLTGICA
The depositor's hits bear a star; . = not tested or not shown. Hits appear at their usual frequency (roughly 2.4% active in at least one column).

SMILES	ASK1 primary	ULK1 inh
CC(C)N(CCNC(=O)c1cc(Nc2ccnn2C)nc2ccccc12)C(C)C	-12.5	-7.7
CC[C@@H](C)[C@H]1O[C@]2(CC[C@@H]1C)C[C@@H]1C[C@@H](C/C=C(\C)C(O[C@H]3C[C@H](OC)C(O[C@H]4C[C@H](OC)[C@@H](O)[C@H](C)O4)[C@H](C)O3)[C@@H](C)/C=C/C=C3\CO[C@@H]4[C@H](O)C(C)=C[C@@H](C(=O)O1)[C@]34O)O2 (some centres undefined) (tested in a mixture with another compound)	.	2.4
Brc1ccc(Cc2nc3ccc(-c4ccncc4)cc3[nH]2)cc1	2.5	-4.2
Cc1nn(C)c(C)c1-c1cc(Nc2ccc(Oc3ccccc3)cc2)nc(N)n1	1.3	2.8
CCCNc1nc(-c2cccs2)nc2nc[nH]c12	9.1	-3.6
COc1ccc(/C=N/NC(=O)c2cc(-c3ccc(F)cc3)n[nH]2)cc1	.	1.3
COc1ccc(CCNc2cc(Nc3ccncn3)nc(N)n2)cc1	-3.4	-6.5
O=C(NCc1ccccc1)C1(c2ccc([N+](=O)[O-])cc2)CCCC1	.	-3.0
CN1C(=O)C2(NN=C(c3ccccc3)S2)c2ccccc21 (centres undefined)	.	20.5
C[C@H](O)C(=O)N1CCCN(S(=O)(=O)c2cccc3cnccc23)CC1	-10.6	5.0
COc1ccc(-c2ccc(C(=O)NCCc3ccc(O)cc3)s2)cn1	7.2	3.7
O=C(NC1CC1)c1ccc(-c2cccc(C(=O)NC3CC3)c2)cc1	11.7	-2.3
COc1cc2nc(-c3ccccc3)nc(Nc3ccc(NC(C)=O)cc3)c2cc1OC	-8.9	-40.1
CC(=O)N/N=C/c1cc(C(C)C)cc(/C=N/NC(C)=O)c1O	.	10.1
Cc1ccc(-n2nnnc2CNC(=O)NC2CCCCC2)cc1C	.	-8.8
COc1nc(Nc2ccc(NC(C)=O)cc2)nc(-c2c(C)noc2C)n1	-10.6	2.0
Nc1cccc(-c2cccc(C(=O)NCc3ccccc3)c2)c1	5.2	-2.1
FC(F)(F)c1cccc(CNc2nc(N3CCOCC3)nc3c2ncn3C2CCCCC2)c1	0.3	1.6
O=C(c1ccc(Cl)cc1)N1CCc2nc3ccccn3c(=O)c2C1	.	-3.8
NC(C(=O)N1CCC(Oc2ccc3cnccc3c2)CC1)c1ccc(Cl)cc1 (centres undefined)	-18.8	-0.8
CC(C)n1cnc2c(NCCc3ccc(O)cc3)nc(N3CCN(c4ccccn4)CC3)nc21	10.7	-17.2
Cc1ncc([N+](=O)[O-])n1CC(O)CCl (centres undefined)	.	-7.2
Cc1cc(C)nc(NNC(=O)c2ccc(Cl)cc2)n1	.	12.7
CCCNC(=O)Cc1cn(-c2ccc(Nc3cnccn3)nn2)c2ccccc12	0.1	10.3
Nc1ccnc(Nc2nccc3ccccc23)n1	-7.4	8.5
C=CCN1CCN(c2c(Cl)cccc2NC(=O)c2ccn[nH]2)CC1	5.3	-5.2
CCCNC(=O)c1cccc(-c2ccc(C(=O)NC3CC3)cc2)n1	-4.7	1.2
Cn1c(-c2ccc3c(c2)OCO3)cnc1NCc1ccccc1F	.	5.2
Cc1cc(NCCN(C(C)C)C(C)C)nc(NC2CCN(Cc3ccccc3)CC2)n1	6.7	-1.2
COc1ccc(CCNc2cc(-c3ccccc3)nc(N)n2)cc1	3.2	-2.3
O=C(Nc1ccccc1)c1ccc2nc(NCc3ccc4c(c3)OCO4)sc2c1	-3.6	-26.1
c1cncc(CNc2nc(NCCN3CCOCC3)c3ncn(C4CCCCC4)c3n2)c1	-3.0	-0.7
CC(=O)c1cccc(-c2nc3c(NCc4cccc(C(F)(F)F)c4)ncnc3n2C(C)C)c1	-2.7	-2.2
CCCNc1cc(C)nc(N2CCCC2CO)n1 (centres undefined)	6.1	0.8
O=C(NCCCN1CCOCC1)c1ccnc(-n2ncc3cc(Nc4c(Cl)cccc4Cl)ccc32)c1	0.3	-34.5
c1ccc(-c2cc(N3CCC4(CC3)OCCO4)nc(-c3ccncc3)n2)cc1	.	-6.0
Nc1nccc(-c2ccc3nc(C4COc5ccc(C(=O)NCCc6cccnc6)cc5C4)[nH]c3c2)n1 (centres undefined)	-7.6	-28.4
CCCNc1nc(N2CCc3ccccc3C2)nc2c1ncn2-c1ccccc1	6.2	1.6
CCOCCCNC(=O)c1cc2c(=O)n3ccccc3nc2n(Cc2ccc(C)cc2)c1=N	.	-6.5
CN(C)c1ccc(/C=N/OC(=O)Nc2ccccc2Cl)cc1	.	4.7
Cn1c(-c2ccc(F)cc2)cnc1NCc1ccc(F)cc1F	.	-11.5
O=C(NCCc1ccc(O)cc1)c1csc(NCc2cccnc2)n1	0.2	-2.3
O=C(NCCCN1CCCC1=O)c1ccc2nc(N3CCCC3CO)sc2c1 (centres undefined)	3.1	0.5
CC(C)(C)NC(=O)N1CCCN(c2ccc(S(C)(=O)=O)cc2)CC1	.	6.3
CC1CCN(C(=O)CN(C)S(=O)(=O)c2ccc(Cl)cc2)CC1	.	-16.7
Cc1cc(O)c2ccccc2c1O	.	1.3
FC(F)(F)c1cccc(CNc2nc(-c3csc4ccccc34)nc3c2ncn3C2CCCCC2)c1	5.8	12.2
CC(C)Oc1ccc2c(=O)c(-c3ccccc3)coc2c1	.	-3.4
Oc1ccc(CCNc2ccnc(Nc3ccncn3)n2)cc1	-14.5	-12.8
c1ccc(Nc2nc(NCc3cccnc3)c3ncn(-c4ccsc4)c3n2)cc1	9.7	-6.0
COc1ccc(-c2cnc(SCC(=O)Nc3ccc(Cl)cc3)n2C)cc1	.	-3.2
COc1cccc(CCNC(=O)c2cn3cc(-c4cn[nH]c4)ccc3n2)c1	-7.7	-4.0
CCCOc1ccc(C(=O)N/N=C\c2c(C)[nH]c(=O)[nH]c2=O)cc1	.	1.3
COc1ccc(CCNc2nc(-c3ccc(OC)nc3)nc3c2ncn3C(C)C)cc1	-1.9	-4.3
CC(C)N(CCNC(=O)Cc1cn(-c2ccc(NC3CCN(Cc4ccccc4)CC3)nn2)c2ccccc12)C(C)C	4.9	-2.6
CC(=O)OCc1cc(C(C)=O)ccc1OC(C)=O	.	-14.8
c1cncc(-c2cc(NC3CCCCC3)nc(-c3ccncc3)n2)c1	.	11.3
Cc1cc(OC2CCN(C(=O)c3ccncc3)CC2)ncc1Cl	-5.1	-8.0
CN(C)c1cccc(Nc2cc(C(=O)NCc3ccccc3)ccn2)c1	22.3	25.2
c1ccc(-n2cnc3c(NCc4nc5ccccc5[nH]4)nc(-c4csc5ccccc45)nc32)cc1	6.7	-14.8

Next section:
SMILES	ASK1 primary	ULK1 inh
CC(C)N(CCNc1nc(NC2CCC(O)CC2)nc2c1ncn2CCN1CCCC1=O)C(C)C (centres undefined)	-9.7	-1.4
OCC(CO)(CCl)CCl	.	-11.0
Cc1cnc(-c2cccc(N)c2)nc1NCc1nc2ccccc2[nH]1	-1.0	3.1
CC(C)N(CCNC(=O)c1cccc(-c2ccc3c(ccn3C)c2)n1)C(C)C	-10.2	-0.4
COc1ccc2c(c1)C[C@H](C(=O)Nc1ccc(-c3ccncc3)cc1OCCN1CCCC1)CO2	4.4	8.6
CC(C)N(CCNC(=O)c1cnc(Nc2ccc(C(F)(F)F)cc2)s1)C(C)C	-20.6	-2.1
Cn1cc(-c2ccncc2)cc(NC(=O)C2Cc3ccc4ccccc4c3O2)c1=O (centres undefined)	1.7	-27.7
COc1cc(NC(=O)c2ccc3nc(-c4csc5ccccc45)sc3c2)cc(OC)c1OC	21.9	13.6
O=C(Nc1ccc(-c2cn[nH]c2)cc1OCCN1CCCC1)OCc1ccccc1	-3.5	-3.0
Nc1cccc(-c2nc(NCCO)c3ncn(Cc4ccc(C(F)(F)F)cc4)c3n2)c1	-12.2	-56.5
CN1CCN(C(=O)c2ccc(-c3nc(NCCc4ccc(O)cc4)c4[nH]cnc4n3)cc2)CC1	-4.4	10.6
CC(=O)c1cccc(-c2nc(NC3CC3)c3ncn(C4CCCCC4)c3n2)c1	-3.8	-1.4
Cc1cc(Nc2ccccc2)nc(-c2ccc(C(=O)N3CCN(C)CC3)cc2)n1	-9.9	3.0
c1ccc2[nH]c(CNc3nc(N4CCOCC4)nc4c3ncn4-c3ccsc3)nc2c1	-8.1	14.8
CCCC(O)C(CC)CO (centres undefined)	.	-9.4
COc1ccc(-c2cccc(C(=O)NCCN(C(C)C)C(C)C)n2)cc1	-22.8	-15.9
COc1nc(NCCN(C(C)C)C(C)C)nc(-c2c(C)nn(C)c2C)n1	5.8	3.9
CCc1ccccc1NC(=O)c1ccccc1	.	-6.9
O=C1C(S)=C(NC2CCCCC2)C(=O)c2ccccc21	.	1.0
CN(C)c1cccc(Nc2cc(NCCO)ncn2)c1	0.9	-2.9
O=C(NCCN1CCOCC1)c1ccnc(NCc2ccc3c(c2)OCO3)c1	-7.0	0.3
O=C(NC1CC1)c1cccc(N2CCOCC2)n1	-21.9	-1.4
CC(C)N(CCNC(=O)c1ccnc(N2CCc3ccccc3C2)c1)C(C)C	-4.3	-5.3
O=C(NC1CCN(Cc2ccccc2)CC1)c1cnc(NC2CCC(O)CC2)s1 (centres undefined)	-7.6	1.0
CCCN(CCC)CCc1cccc2c1CC(=O)N2	.	4.9
Oc1ccc(Cl)c2c1CCC2	.	-9.5
O=C(NCCO)c1cccc(N2CCCC2CO)n1 (centres undefined)	8.7	-3.3
CS(=O)(=O)c1ccc(-c2ccnc(Nc3ccc(C(N)C(F)(F)F)cc3)n2)cc1 (centres undefined)	-21.4	20.1
CC(=O)Nc1ccc(Nc2nc(-c3cccc(N)c3)nc3c2ncn3-c2ccsc2)cc1	5.5	-5.2
c1ccc2[nH]c(CNc3nc(Nc4ccncc4)nc4c3ncn4C3CCCCC3)nc2c1	-4.7	8.8

4 entries from above, with bars between the fields:
SMILES | ASK1 primary | ULK1 inh
O=C(NCCN1CCOCC1)c1ccnc(NCc2ccc3c(c2)OCO3)c1 | -7.0 | 0.3
O=C(NC1CC1)c1cccc(N2CCOCC2)n1 | -21.9 | -1.4
CC(C)N(CCNC(=O)c1ccnc(N2CCc3ccccc3C2)c1)C(C)C | -4.3 | -5.3
O=C(NC1CCN(Cc2ccccc2)CC1)c1cnc(NC2CCC(O)CC2)s1 (centres undefined) | -7.6 | 1.0

Continuation.
SMILES	ASK1 primary	ULK1 inh
NC(=O)c1ccc(-c2nc(C(=O)NCCO)cs2)cc1	3.7	9.4
c1ccc(-n2cnc3c(NC4CC4)nc(Nc4ccc(-n5ccnc5)cc4)nc32)cc1	9.1	1.2
NNc1nnc2c3ccccc3n(CCc3ccccc3)c2n1	.	1.0
COc1ccc(CCNc2nc(Nc3ccncc3)nc3c2ncn3CCN2CCCC2=O)cc1	4.1	19.4
CCCCc1ccc2nc(NC(=O)OC)[nH]c2c1	.	5.1
c1ccc(Oc2cccc(-c3nc4ccc(-c5ccncc5)cc4[nH]3)c2)cc1	11.9	-20.9
OC(c1ccccc1)C(CN1CCCC1)c1ccccc1 (centres undefined)	.	8.0
O=C(Nc1ccccc1)c1cc(N2CCN(c3ccccn3)CC2)nc2ccccc12	-0.6	-0.1
CCCCCCCC(=O)OCC(COC(=O)CCCCCCC)OC(=O)CCCCCCC	.	-0.7

Of the compounds above, these contain an NH in an aromatic ring:
SMILES	ASK1 primary	ULK1 inh
Brc1ccc(Cc2nc3ccc(-c4ccncc4)cc3[nH]2)cc1	2.5	-4.2
CCCNc1nc(-c2cccs2)nc2nc[nH]c12	9.1	-3.6
COc1ccc(/C=N/NC(=O)c2cc(-c3ccc(F)cc3)n[nH]2)cc1	.	1.3
C=CCN1CCN(c2c(Cl)cccc2NC(=O)c2ccn[nH]2)CC1	5.3	-5.2
Nc1nccc(-c2ccc3nc(C4COc5ccc(C(=O)NCCc6cccnc6)cc5C4)[nH]c3c2)n1 (centres undefined)	-7.6	-28.4
COc1cccc(CCNC(=O)c2cn3cc(-c4cn[nH]c4)ccc3n2)c1	-7.7	-4.0
CCCOc1ccc(C(=O)N/N=C\c2c(C)[nH]c(=O)[nH]c2=O)cc1	.	1.3
c1ccc(-n2cnc3c(NCc4nc5ccccc5[nH]4)nc(-c4csc5ccccc45)nc32)cc1	6.7	-14.8
Cc1cnc(-c2cccc(N)c2)nc1NCc1nc2ccccc2[nH]1	-1.0	3.1
O=C(Nc1ccc(-c2cn[nH]c2)cc1OCCN1CCCC1)OCc1ccccc1	-3.5	-3.0
CN1CCN(C(=O)c2ccc(-c3nc(NCCc4ccc(O)cc4)c4[nH]cnc4n3)cc2)CC1	-4.4	10.6
c1ccc2[nH]c(CNc3nc(N4CCOCC4)nc4c3ncn4-c3ccsc3)nc2c1	-8.1	14.8
c1ccc2[nH]c(CNc3nc(Nc4ccncc4)nc4c3ncn4C3CCCCC3)nc2c1	-4.7	8.8
CCCCc1ccc2nc(NC(=O)OC)[nH]c2c1	.	5.1
c1ccc(Oc2cccc(-c3nc4ccc(-c5ccncc5)cc4[nH]3)c2)cc1	11.9	-20.9
